Screening results as filed in PubChem.
ZTA counter – ZTA (EBV) inhibition in EBNA-1 counter-screen; P03206; ZTA-DNA binding, fluorescence polarization; inhibition, % at 11 µM; actives 0.15% (n = 320,000); AID 2234; in the data active = inhibition above about 33%
EBNA-1 inhibitor – EBNA-1 DNA-binding inhibitors, primary screen, biochemical, fluorescence polarization; inhibition, % at 14.8 µM; AID 1950, 2009; actives 0.34% (n = 300,000); in the data active = inhibition above about 28%
TPT1 inh – Candida albicans TPT1 enzyme inhibitors, primary screen, biochemical, fluorescence polarization. recombinant caTPT1, FP RNA substrate dephosphorylation. inhibition, % at 5 µM. actives 0.81% (n = 300,000);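 active = inhibition above the mean of all tested compounds plus 3 SD, set per screening campaign, cut at about 24% in these data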;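 note: plate controls were DMSO alone for no effect and ferristatin control at 100 nM for full effect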
HCV core dimer – inhibitors of HCV core protein dimerization, primary screen, biochemical, TR-FRET, high-throughput; TR-FRET GST/Flag-core106 dimerization, 1536-well; inhibition, % at 5 µM; actives 0.33% (n = 300,000);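 active = inhibition above the mean of all tested compounds plus 3 SD, set per screening campaign, cut at about 45% in these data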
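System: GST/Flag-tagged HCV core106 proteins. Incubation: compound-protein-antibody incubation 4 h at 22.5 °C. Technique: HTRF with 340 nm excitation, 617/671 nm emission. Medium: KF-containing HEPES buffer, pH 7.45, DTT, CHAPS, BSA. Read-out: inhibition (%) from 671 over 617 nm ratio. Also added: Eu(K)-anti-GST 90 ng/mL plus XL665-anti-Flag 1 µg/mL.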
GASC-1 inh – inhibitors of GASC-1 histone demethylase, primary screen, biochemical, fluorescence, DELFIA europium; Lysine-specific demethylase 4C (Homo sapiens), Q9H3R0; GST-JMJD2C(1-420) H3K9me3 demethylation; inhibition, % at 2.35 µM; actives 0.069% (n = 330,000);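 active = more than half of a compound's replicate wells show inhibition beyond 50%, single wells judged on their own value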;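 note: signal counts dimethyl H3K9 product captured on neutravidin plate; 0% = median of DMSO wells and 100% = 0.3 times that DMSO median; strong numbers were not always called active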
Target sequence (Q9H3R0 1-420 limits assumed): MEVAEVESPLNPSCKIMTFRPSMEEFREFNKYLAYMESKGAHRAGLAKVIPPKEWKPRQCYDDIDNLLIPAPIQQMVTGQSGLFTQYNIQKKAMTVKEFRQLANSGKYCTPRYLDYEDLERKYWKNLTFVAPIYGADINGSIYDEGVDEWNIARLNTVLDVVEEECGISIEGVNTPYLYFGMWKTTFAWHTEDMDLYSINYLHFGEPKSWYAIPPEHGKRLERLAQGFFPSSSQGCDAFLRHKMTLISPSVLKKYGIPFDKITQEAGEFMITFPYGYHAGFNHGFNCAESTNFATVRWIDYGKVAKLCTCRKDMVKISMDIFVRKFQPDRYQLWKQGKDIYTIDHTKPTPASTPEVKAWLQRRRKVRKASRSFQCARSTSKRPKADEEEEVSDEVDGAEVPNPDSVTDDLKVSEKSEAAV
CR mimetic SO – reduction of superoxide in aged yeast, primary screen, HTS; S. cerevisiae aged cells, superoxide DHE fluorescence; hits give low values; actives 0.18% (n = 330,000); AID 2690, 2010; superoxide response (% of plate mean), % at 10 µM;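 active = superoxide response under a set limit, about three screen SD below normal, cut at about 65% in these data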;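 note: yeast aged for seven days with compound at 30 °C before DHE staining; 100% = average MFI of all compound-treated wells on the plate with controls excluded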
PP5 primary – PP5 phosphatase inhibitors, primary screen, biochemical, fluorescence | Serine/threonine-protein phosphatase 5 (Homo sapiens), P53041 | purified PP5c, OMFP substrate fluorescence | inhibition, % at 6.7 µM | actives 0.18% (n = 320,000);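 active = inhibition above the campaign's mean inhibition across all tested compounds plus 3 SD, cut at about 9.5% in these data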;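 note: 0% = DMSO only and 100% = 100 µM cantharidin control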
Target sequence (P53041 whole entry, looked up): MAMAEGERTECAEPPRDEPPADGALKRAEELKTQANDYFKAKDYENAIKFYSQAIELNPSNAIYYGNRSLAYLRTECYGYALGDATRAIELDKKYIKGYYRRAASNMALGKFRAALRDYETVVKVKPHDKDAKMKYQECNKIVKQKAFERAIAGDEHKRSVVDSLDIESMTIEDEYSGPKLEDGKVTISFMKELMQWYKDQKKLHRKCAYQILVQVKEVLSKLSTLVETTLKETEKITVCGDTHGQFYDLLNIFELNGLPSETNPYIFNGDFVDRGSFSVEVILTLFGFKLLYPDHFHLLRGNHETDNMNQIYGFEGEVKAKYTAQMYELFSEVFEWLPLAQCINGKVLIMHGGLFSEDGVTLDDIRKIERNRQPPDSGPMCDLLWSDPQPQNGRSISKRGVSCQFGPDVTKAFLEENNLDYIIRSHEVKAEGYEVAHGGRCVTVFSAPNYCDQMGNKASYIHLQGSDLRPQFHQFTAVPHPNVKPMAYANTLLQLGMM
PP1 counter – PP1-alpha phosphatase inhibitors, primary screen, counter-screen for PP5 inhibitor project, biochemical, fluorescence, OMFP substrate, single point; Serine/threonine-protein phosphatase PP1-alpha catalytic subunit (Homo sapiens), P62136; purified PP1alpha; inhibition, % at 6.7 µM; actives 0.9% (n = 320,000);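 active = inhibition above the mean inhibition of all tested compounds plus 3 SD, computed separately for each screening campaign, cut at about 15% in these data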
Fh CTSL1 inh – Fasciola hepatica cathepsin L1 inhibitors, primary screen, counter-screen for PFM18AAP inhibitor project, biochemical, QFRET, fluorogenic peptide substrate | actives 0.49% (n = 300,000) | inhibition, % at 5.96 µM | AID 1906, 2009 | recombinant F. hepatica cathepsin L1, Z-Leu-Arg-MCA fluorescence;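 active = inhibition above the mean of all tested compounds plus 3 SD, set per screening campaign, cut at about 17% in these data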;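 note: 0% = plate median of test compound wells and 100% = 1 µM Z-Phe-Ala-diazomethylketone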
Starred values were filed as active, the others as inactive; nt = not tested or not shown.

SMILES	ZTA counter	EBNA-1 inhibitor	TPT1 inh	HCV core dimer	GASC-1 inh	CR mimetic SO	PP5 primary	PP1 counter	Fh CTSL1 inh
CCC(C)(C)n1nnnc1C(C(C)C)N(Cc1cccnc1)Cc1ccco1 (centres undefined)	-7	-6	1	0	-3	102	-1.2	-3	0
O=C(Nc1nnc(-c2ccccc2)s1)c1ccccc1O	-3	4	-1	0	4	107	-0.9	0	1
CCC(C)NC(=O)c1ccccc1NC(=O)c1ccc(CSc2ccc(C)cc2)cc1 (centres undefined)	-1	9	0	0	4	84	2.4	-2	1
CCN(CC)S(=O)(=O)c1ccc(Cl)c(NC(=O)c2ccc(C#N)cc2)c1	3	3	2	11	5	102	-1.4	0	-3
N#Cc1nc(Cc2ccccc2)oc1N1CCN(c2cccc(Cl)c2)CC1	-12	-10	0	6	50	118	2.3	0	-1
CS(=O)(=O)N1CCN(c2ccccc2NC(=O)c2ccc(Cl)cc2)CC1	-2	-9	-3	2	1	104	1.8	-2	8
COc1ccc(/C(O)=C2/C(=O)C(=O)N(CC3CCCO3)C2c2ccc(O)c(OC)c2)cc1 (centres undefined)	-15	0	-1	-5	-5	95	-0.5	-1	0
Cc1ccc(S(=O)(=O)/N=C(/Nc2c(C)n(C)n(-c3ccccc3)c2=O)c2ccccc2)cc1	1	9	-3	-3	22	90	-2.6	1	-5
O=S(=O)(Nc1nc2c(s1)CCCC2)c1ccc(Br)cc1	-4	5	3	16	0	126	3.4	-2	0
CSc1nccc(Oc2cccc(C#N)c2)n1	4	6	-2	-10	-6	100	-1.3	0	1
O=C(COC(=O)C1CC1)Nc1ccc2[nH]c(=O)[nH]c2c1	17	-1	-2	1	-5	104	1.5	1	-5
FC(F)(F)c1cc(CCN2C(=S)NC[C@@H]2Cc2ccccc2)cc(C(F)(F)F)c1	3	-12	0	2	-2	nt	4.1	1	3
Cc1ccc(C)c(-n2nnnc2SCC(=O)c2c(N)n(C)c(=O)n(C)c2=O)c1	-7	-10	3	-2	3	105	3.6	-9	1
Nc1c2c(nc3ccccc13)N(C1CCCCC1)CC2	0	-3	-3	-1	0	98	4.4	10	2
COc1ccccc1C(=O)NCC(=O)OCC(=O)Nc1cccc(S(=O)(=O)N2CCCCCC2)c1	10	-7	-1	2	3	77	1.7	2	-15
CCOc1ccc(OCC)c(NC(=O)C2CCCN(c3nc(C)cc(C)n3)C2)c1 (centres undefined)	1	3	-3	4	-4	98	0.2	-1	5
COC(=O)C1=C(C)NC2=C(C(=O)CC(C)(C)C2)C1c1cnn(C)c1C (centres undefined)	0	7	-4	-4	-19	99	3.9	0	5
Cc1cc(C)cc(NC(=O)Nc2ccc3c(c2)N(C)C(=O)CS3)c1	1	-1	-2	17	-3	112	2.7	-2	1
O=C(CC(c1ccccc1)c1ccco1)Nc1nccs1 (centres undefined)	-26	-9	1	10	6	121	0.8	5	5
CCOc1cc(CNCc2ccccn2)ccc1OCC(=O)NC(C)(C)C	4	0	3	-1	13	92	-0.6	2	0
CCCCn1c(N)c(N(CCC(C)C)C(=O)c2cc(S(=O)(=O)N3CCOCC3)ccc2F)c(=O)[nH]c1=O	-9	4	4	-4	-16	131	-0.5	-6	0
COc1cc(/C=N/Nc2nc(N3CCCC3)nc(N3CCCC3)n2)ccc1OCc1ccccc1F	0	4	1	12	19	93	0.7	-3	1
Cc1ccc(C(=O)NCCSC2CCCCC2)cc1S(=O)(=O)Nc1ccccc1	-9	12	-2	3	-1	91	2.3	-3	3
COc1ccc(-c2nsc(C(=O)N(c3ccc(F)cc3)C(C(=O)NC3CCCC3)c3ccc(OC)cc3)c2N)cc1 (centres undefined)	-10	-5	-1	53*	-2	97	4.3	0	1
O=C(CCNC(=O)c1ccccc1Cl)NCC(c1ccc(F)cc1)N1CCOCC1 (centres undefined)	-9	0	1	-4	0	108	-0.2	-5	-3
The results go on:
SMILES	ZTA counter	EBNA-1 inhibitor	TPT1 inh	HCV core dimer	GASC-1 inh	CR mimetic SO	PP5 primary	PP1 counter	Fh CTSL1 inh
CCOC(=O)Cn1nc(C)c(NC(=O)COc2ccc(OC)cc2)c1C	4	5	-1	4	1	89	0.5	-4	3
O=C(NC(=S)Nc1ccc(S(=O)(=O)NC2CCCCC2)cc1)c1cccs1	-1	-5	3	7	-1	93	4.5	7	-1
CCCN=C1CC(C)(C)CC(=O)/C1=C(/O)CCC	10	-2	2	-1	26	101	1.4	-7	-1
CCOC(=O)C1=C(C)Nc2sc(C(=O)c3ccc(C)cc3)c(N)c2C1c1ccc(C(=O)OC)cc1 (centres undefined)	2	-1	11	5	-3	71	-4.0	-3	-2
O=C1NC(=O)N(c2ccccc2)C1=O	-2	0	-3	0	11	96	1.9	-2	-4
Cc1ccc(N(CC(=O)N/N=C/c2ccco2)S(=O)(=O)c2ccccc2)cc1	-10	10	-2	5	-17	94	2.6	1	-3
O=C1CC(C(=O)NC2CCCCC2)C2(CCCCC2)O1 (centres undefined)	-5	-3	-1	1	3	82	0.4	-5	2
NC(=O)COc1cccc2cccnc12	-19	-9	-2	-8	74*	87	0.4	-2	0
Cc1ccccc1-c1nc(CN2CCC(C(=O)N3CCC(C(N)=O)CC3)CC2)c(C)o1	0	-19	3	-12	2	76	-0.2	-5	4
O=C(Nc1cccs1)Nc1ccc(F)cc1F	4	0	1	3	-3	99	1.0	0	1
Cc1ccc(OC(C)C(=O)Nc2ccccc2C(=O)N2CCN(C)CC2)cc1 (centres undefined)	-15	-2	-2	7	1	92	-1.3	-3	-1
CC1CCN(C(=O)/C(=C\c2ccco2)NC(=O)c2ccccc2)CC1	-1	6	0	-1	8	87	1.2	1	2
COc1ccc(CNC(=O)c2noc(C(C)C)c2[N+](=O)[O-])cc1	-26	2	-2	-13	-1	95	-0.4	0	0
CCn1cc(CN(C)S(=O)(=O)c2ccc3ccccc3c2)c(C)n1	-14	-6	-5	-12	-7	105	2.0	-3	0
COc1ccc(N2CCN(C(=O)CN(c3ccccc3)S(C)(=O)=O)CC2)cc1	16	-15	14	-3	0	92	3.4	2	-3
O=C(NC1CCS(=O)(=O)C1)c1ccc(S(=O)(=O)N2CCCCC2)cc1 (centres undefined)	11	12	0	-1	3	104	1.3	-3	0
Cc1ccc(Sc2cc(C(F)(F)F)nc(N(C)C)n2)cc1	2	4	0	-11	-6	100	0.4	-2	-3
O=C(Nc1ccccc1C(=O)N1CCCC1)c1cccc(S(=O)(=O)N2CCCCC2)c1	12	11	-5	-3	-12	89	0.2	1	-2
COCCn1c(SCC(=O)Nc2cccc(F)c2)nc2c(c1=O)SCC2	5	-3	2	-5	-1	121	4.2	-4	-3
Cc1cc(C(=O)N/N=C2/CC(C)CC(C)(C)C2)c(C)o1 (centres undefined)	6	-2	-3	1	2	106	3.9	-4	-1
CCC(C)n1c(=N)c(C#N)cc2c(=O)n3ccccc3nc21 (centres undefined)	-3	11	-3	-2	5	95	-1.3	-4	-4
COc1ccc(C2CC(c3cccs3)=Nc3ccccc3S2)cc1 (centres undefined)	-6	5	-3	2	-5	84	2.4	-2	0
Cn1c(CNC(=O)c2ccc3c(c2)OCO3)nnc1SCC(=O)Nc1ccccc1F	3	7	-1	8	6	94	4.3	0	0
Cc1cc([N+](=O)[O-])nn1CC(=O)Nc1ccc(F)cc1	0	0	9	0	-18	102	0.1	-8	1
COc1ccc(CC(=O)Nc2nnc(C(C)C)s2)cc1OC	18	8	3	3	-4	104	0.5	-4	-1

Record cards, as listed above. Order of screens: ZTA counter	EBNA-1 inhibitor	TPT1 inh	HCV core dimer	GASC-1 inh	CR mimetic SO	PP5 primary	PP1 counter	Fh CTSL1 inh
O=C(Nc1ccccc1C(=O)N1CCCC1)c1cccc(S(=O)(=O)N2CCCCC2)c1 reads 12	11	-5	-3	-12	89	0.2	1	-2
Cc1cc([N+](=O)[O-])nn1CC(=O)Nc1ccc(F)cc1 reads 0	0	9	0	-18	102	0.1	-8	1
O=C(NC(=S)Nc1ccc(S(=O)(=O)NC2CCCCC2)cc1)c1cccs1 reads -1	-5	3	7	-1	93	4.5	7	-1
Cc1ccc(OC(C)C(=O)Nc2ccccc2C(=O)N2CCN(C)CC2)cc1 (centres undefined) reads -15	-2	-2	7	1	92	-1.3	-3	-1
Cn1c(CNC(=O)c2ccc3c(c2)OCO3)nnc1SCC(=O)Nc1ccccc1F reads 3	7	-1	8	6	94	4.3	0	0

Other structures:
SMILES	ZTA counter	EBNA-1 inhibitor	TPT1 inh	HCV core dimer	GASC-1 inh	CR mimetic SO	PP5 primary	PP1 counter	Fh CTSL1 inh
Cc1ccc(NC(=O)Cc2ccc(-c3ccccc3)cc2)nc1	5	-6	-2	23	14	104	4.8	7	-9
N#Cc1ccccc1OCC(O)CS(=O)(=O)c1ccccc1 (centres undefined)	14	4	-4	1	-2	101	1.9	0	1
CCC1=C/C(=C\c2ccc3c(c2)OCO3)C(=O)S1	-10	13	1	40	2	78	0.1	5	4
CCC(=O)N(c1nnc(SCC(=O)NN2C(=O)NC3(CCCCC3)C2=O)s1)C1CC1	-5	nt	nt	nt	3	114	3.4	-4	nt
COc1ccc(F)cc1S(=O)(=O)Nc1ccc2c(c1)OCO2	2	-8	-1	-1	-10	121	3.1	-1	5
Cc1ccc(C)c(NC(=O)COC(=O)CCCN=C2NS(=O)(=O)c3ccccc32)c1	0	1	3	-4	-7	102	-0.4	-1	-8
O=C(CCn1c(=O)oc2ccccc21)n1c(=O)oc2ccccc21	1	2	-1	0	4	94	1.0	1	-6
O=C(CC1NCCN(Cc2ccccc2)C1=O)Nc1ccc(Cl)cc1 (centres undefined)	-15	5	-3	-4	1	87	1.2	-3	-1
Cc1cccc(Nc2nc(N)nc(CN3CCN(c4ccccc4F)CC3)n2)c1	11	7	-2	-5	122	109	1.3	7	-1
CCCCCn1c(=O)c(Cc2ccccc2)c(O)c2ccccc21	12	6	-4	8	-3	132	0.5	-2	2
CCCN(CCC)c1nc(Cl)nc(NCCN2CCOCC2)n1	-11	2	-1	-5	-1	92	0.2	-3	-5
Cc1n[nH]c(=S)n1-c1cccc(Cl)c1	-32	4	-4	-4	-8	100	2.9	3	-4
O=C(Cn1c(NCCO)nc2ccccc21)c1ccc([N+](=O)[O-])cc1	-4	-3	0	-10	8	111	1.2	-1	2
CC(=O)OC1CC(n2ccc(NC(=O)c3ccccc3)nc2=O)OC1CO (centres undefined)	10	2	2	-2	-5	100	-0.1	-2	3
N#Cc1cc2c(nc1SCc1ccccc1)CCCCC2	-19	-9	-1	-6	-6	96	0.8	-1	1
Cc1ccnc(-n2sc3ccccc3c2=O)n1	-15	-14	8	6	-21	94	-0.2	3	-7
O=C(NCC1COc2ccccc2O1)C1CCN(S(=O)(=O)c2ccc(Cl)cc2)CC1 (centres undefined)	0	nt	nt	nt	3	143	0.9	0	nt
FC(F)(F)c1cc(-c2ccccc2)nc(NCc2cccs2)n1	3	-5	1	6	-11	107	2.3	2	0
O=C(CSc1nnc(-c2cccs2)n1-c1ccccc1)NCc1ccco1	2	5	0	3	0	98	-3.1	-4	0
Cc1cc(Cl)cc2sc(NC(=O)c3ccco3)nc12	8	17	0	-10	2	92	1.9	2	-1
COc1ccc(OC)c(NC(=O)Cn2c(-c3ccc(Cl)cc3)noc2=O)c1	-10	6	-1	-4	-1	100	2.7	-2	-3
